# TLR9-MyD88 block – inhibitors of human TLR9-MyD88 binding; Q9NR96+Q99836; CHO BLA complementation TLR9-MyD88, CCF4 FRET ratio; inhibition, % at 4.98 µM; actives 0.21% (n = 340,000);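 active = inhibition above the mean over all tested compounds plus 3 SD, cut at about 21% in these data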;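 also: 0% = DMSO only wells and 100% = clavulanate BLA inhibitor control wells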
# SRC1 inh – human NCOA1 inhibition; Q15788; HEK293 GAL4-SRC1 luciferase reporter, luminescence; inhibition, % at 3.6 µM; actives 0.12% (n = 360,000); AID 588354;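 active = inhibition above the campaign mean plus 3 SD, with each screening campaign given its own cutoff, cut at about 60% in these data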;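 also: 0% = DMSO treated cells and 100% = gossypol at 36 µM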
# NOD2 RIPK2 PPI – NOD2-RIPK2 protein interaction inhibition; AID 624267; inhibition, % at 4.98 µM; CHO BLA complementation NOD2-RIPK2, CCF4 ratio; O43353; actives 0.38% (n = 360,000); in the data active = inhibition above about 21%;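 also: 0% = vehicle only and 100% = reference blocker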
# SRC2 inh – human SRC2 (NCOA2) inhibition; Q15596; HEK293 GAL4-SRC2 luciferase reporter, luminescence; inhibition, % at 9 µM; actives 0.17% (n = 370,000); AID 651957;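 active = inhibition above the mean inhibition of all tested compounds plus 3 SD, set per campaign, cut at about 52% in these data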;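 also: 0% = DMSO treated cells and 100% = cells given Gossypol at 36 µM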
# SRC3 inh – inhibits human SRC3 coactivator; actives 0.17% (n = 360,000); inhibition, % at 3.6 µM; Q9Y6Q9; HEK293 GAL4-SRC3 luciferase reporter, luminescence;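 active = inhibition above a per-campaign cutoff, the mean of all compounds plus 3 SD, cut at about 60% in these data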;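 also: 0% = DMSO-treated cells and 100% = gossypol-treated cells at 36 µM; higher means less SRC3-driven luciferase light from the GAL4 reporter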
# TWEAK Fn14 block – blocks TWEAK-Fn14 interaction in a reporter cell assay; TWEAK-stimulated Fn14 reporter cells, luciferase luminescence, 8 h; AID 1159606; actives 2% (n = 360,000); inhibition, % at 10 µM; in the data active = inhibition above about 50%
# LRH-1 inv ag – inverse agonists of human LRH-1 (NR5A2); O00482; HEK293T StAR-luciferase reporter, LRH-1 transfected, 24 h; inhibition, % at 3.6 µM; actives 0.13% (n = 360,000); AID 602396;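 active = inhibition above the mean inhibition of all tested compounds plus 3 SD, cut at about 73% in these data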;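 also: 0% = DMSO wells and 100% = reporter-only cells lacking LRH-1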
# TROY NFkB inh – TROY signaling inhibition | Q293 LMP1-TROYcd NF-kB luciferase reporter, 4 h | inhibition, % at 10 µM | actives 0.98% (n = 360,000);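 active = compounds whose plate-normalised and pattern-corrected inhibition of the luciferase reporter signal at the single screening dose is 50% or more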
# ABHD5-PLIN5 inh – blocks binding of human ABHD5 to perilipin-5 | Q00G26+Q8WTS1 | Split G. princeps luciferase complementation, luminescence, 4 h | inhibition, % at 4 µM | actives 0.78% (n = 360,000) | AID 602281;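 active = inhibition above the mean inhibition across every tested compound plus 3 SD, cut at about 22% in these data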;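 also: 0% = DMSO only wells and the 100% control is not disclosed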
# Granule exo inh – lytic granule exocytosis inhibition | TALL-104 LAMP-1 surface exposure, flow cytometry; cells stimulated with thapsigargin and PMA | inhibition, % at 10 µM | actives 0.66% (n = 360,000);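 active = inhibition above about 55%, limit read from the data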
# COUP-TFII inh – NR2F2 (human) inhibition, primary screen | P24468 | HEK293T NGFI-A luciferase reporter, luminescence | inhibition, % at 8.6 µM | actives 0.7% (n = 370,000) | AID 686940;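 active = inhibition above a per-plate cutoff, mean inhibition of test wells between control levels plus 3 SD, cut at about 38% in these data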;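 also: cells cotransfected with COUP-TFII expression vector driving the NGFI-A reporter; 0% = median of COUP-TF2 test wells and 100% = reporter-only cells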
# The depositor's hits bear a star; / = no result given.
SMILES,TLR9-MyD88 block,SRC1 inh,NOD2 RIPK2 PPI,SRC2 inh,SRC3 inh,TWEAK Fn14 block,LRH-1 inv ag,TROY NFkB inh,ABHD5-PLIN5 inh,Granule exo inh,COUP-TFII inh
COc1ccc(NC(=O)C2c3ccccc3OCC(=O)N2CC(F)(F)F)cc1 (stereo not given),/,/,-7,26,/,-31,-5,-14,12,-6,-12
CCCCC1Cc2[nH]c(=S)[nH]c(=O)c2C(c2ccc(F)cc2)O1 (stereo not given),/,-8,9,4,2,18,-25,1,-11,-3,-18
COc1ccc(N=Nc2c(C)n[nH]c2C)cc1,-4,-43,-18,-15,-15,0,-8,-7,3,3,-14
C=CSc1sc(Cl)c(N(C)C)c1[N+](=O)[O-],17,-16,-1,18,-1,2,-9,4,-1,2,5
CCCCC(=O)Nc1cccc(C(=O)N/N=C/c2ccc(OC)cc2OC)c1,-5,-23,0,-11,-7,-14,8,-12,-7,1,-2
COc1cccc(NC(=O)CSc2ncc(S(=O)(=O)c3ccccc3)c(=O)[nH]2)c1,4,-6,-14,-28,6,21,-3,-11,6,0,-3
Cc1c(CN2CCc3c([nH]c4ccccc34)C2C2CCCCC2)cnn1C (stereo not given),3,12,1,-7,6,11,9,1,4,0,4
CCOC(=O)CSc1nnc(CNC(=O)c2ccc(OC)cc2OC)n1C,10,-7,-2,10,12,4,-6,-21,10,-3,-9
CCN(CC(=O)Nc1c(F)cccc1F)C(=O)c1ccc(OCc2c(C)noc2C)cc1,2,-1,-3,-12,-12,-2,10,0,-3,-3,-5
CCc1nc2c(OCCC3CCCCC3)cccn2c1N(C)C(=O)c1ccccc1F,/,9,4,-13,3,11,-3,18,-1,14,10
COC(=O)CNC(=O)C(C)NC(=O)CNC(=O)OCc1ccccc1 (stereo not given),3,-12,4,-13,14,-10,-14,4,-2,3,-15
CC(=O)Nc1ccc(S(=O)(=O)NCc2nnnn2-c2ccc(Cl)cc2)cc1,-2,-9,-15,3,-11,-11,3,-5,0,-1,8
COC(=O)CN(c1ccc(OC)cc1)S(=O)(=O)c1ccc(OC)c(OC)c1,-5,15,-10,-8,7,-8,1,-3,-2,0,4
CCOC(=O)[C@H]1[C@H]2COc3ccccc3[C@@H]2N2C(=O)c3cc(F)c(F)cc3NC(=O)[C@@]12C,-3,-9,2,6,0,-22,12,-5,-6,-17,-15
COc1ccc(C2C3=C(CCCC3=O)Nc3c(-c4ccccc4)c(C)nn32)cc1 (stereo not given),-24,17,2,/,22,-3,-3,7,-3,-6,/
COc1ccccc1NCC(=O)n1nc(C)cc1C,6,-7,2,21,-4,2,0,-2,-2,3,-6
Cn1c(N)c(C(=O)COC(=O)c2cccc(S(=O)(=O)N3CCOCC3)c2)c(=O)n(C)c1=O,-10,-3,-7,-35,1,14,6,9,0,1,1
N#Cc1nc(COc2ccc(Br)cc2)oc1N1CCCCCC1,-9,-33,-8,15,12,-39,-3,-17,0,3,-27
Cc1ccccc1-n1nc2c(c1NC(=O)c1ccc(Br)o1)CSC2,-2,-6,-13,/,12,-4,3,-9,-1,-2,/
Cc1oc(-c2ccccc2)nc1C(=O)OCC(=O)NCc1ccccc1,2,7,0,10,9,-3,5,-16,10,-4,3
CC(C)CN(CC(C)C)CC(O)COc1ccccc1Br (stereo not given),0,4,-11,-19,-38,1,-7,-3,0,-2,-2
COc1cc(NC(=O)CCc2ccccc2)nc(OC)n1,-1,-48,-13,-41,-39,-20,-35,-64,0,-2,-8
COc1ccccc1N(C)S(=O)(=O)c1ccc(C(=O)OCC(=O)NCC(F)(F)F)cc1,-4,14,-3,-9,17,-12,0,-5,0,-1,-14
Cn1c(C(=O)NCc2cccs2)cc2c(=O)n(C)c3ccccc3c21,-1,-1,-10,-17,9,-2,9,-2,0,-2,10
CC(=O)C(Cc1ccc(Cl)nc1)Cc1ccc(Cl)nc1,-13,-15,-8,4,14,1,2,8,3,-1,-16
CCOC(=O)CCc1c(C)nc2c(c(C)nn2-c2ccccc2)c1C,-3,0,-10,-2,-4,-10,-10,6,1,-4,5
Cc1cccc(C)c1OCC(=O)Nn1c(COc2ccccc2)nc2ccccc2c1=O,-9,-6,8,-22,-17,-7,-10,1,-10,-2,16
Cc1ccc(C(=O)NCCNC(=O)CN2CCCC2)cc1,-12,-29,-2,6,14,-8,-12,-8,-5,1,-11
CC1(C)NC(=O)N(CC(O)CN(c2ccccc2)S(=O)(=O)c2ccccc2)C1=O (stereo not given),-3,-17,0,11,-2,2,-11,11,3,-12,-9
COC(=O)C1c2ccccc2-c2ccccc21,-1,12,-5,-17,7,2,1,6,-5,1,10
COc1cc(OC)c(C(=O)OCC(=O)Nc2nnc(-c3ccccc3)o2)cc1OC,-13,-6,5,-4,21,-2,-8,12,2,-2,-14
Cc1ccc(NC(=O)CC2SCCNC2=O)cc1[N+](=O)[O-] (stereo not given),8,-6,-10,-20,3,7,7,5,0,-8,15
COc1ccccc1/C=C/C=NC1C(=O)N(c2ccccc2)[N+](C)=C1C (stereo not given),-5,-1,9,-1,19,-14,-8,15,6,-1,-17
C/C(=N\Nc1nc(-c2ccccn2)nc2ccccc12)c1ccc(F)cc1,-6,-1,1,/,20,-1,-3,11,1,-2,/
CCc1ccc(NC(=O)Cn2c(SC)nc3ccccc32)cc1,-5,6,-5,-9,-4,1,32,-1,-4,-6,-5
O=S(=O)(NCCc1c[nH]c2ccccc12)c1ccccc1,1,6,0,-14,1,18,15,-1,-2,-4,1
CC(OC(=O)CCc1ccccc1)C(=O)Nc1ncc(Cl)cc1Cl (stereo not given),-5,-4,-5,-26,-9,3,-1,3,3,-1,-9
O=C1c2ccccc2C(=O)c2cc(S(=O)(=O)Nc3ccccc3)ccc21,6,-26,3,5,13,23,1,33,-2,12,7
O=C(OCC(=O)N1CCCc2ccccc21)c1cc(S(=O)(=O)N2CCOCC2)ccc1O,5,-20,-3,8,-2,1,-2,4,-2,-2,20
Cc1cnn(Cc2cccnc2)c1N,-5,0,-6,-11,3,-1,17,9,-3,-2,4
COc1ccc(NC(=O)/C(Cl)=C(/Cl)S(=O)(=O)Cc2ccc(C)cc2)cn1,27*,-115,75*,/,26,103*,-2,86*,64*,97*,/
CSc1cc(C)nc(N(C)C(C)=O)n1,5,-10,-19,5,4,-16,16,-59,5,-2,-12
COc1ccc(CC(=O)Nc2nc(-c3ccc(F)c(F)c3)cs2)cc1OC,-10,14,0,32,24,59*,31,41,7,31,64*
Nc1ccc(C#Cc2c(-c3ccsc3)oc3ccc(N4CCOCC4)cc23)cc1,3,-107,7,-68,-96,-24,-36,-49,7,14,-35
COc1ccc(CNC(=O)C2CCN(S(=O)(=O)c3ccc4nc5c(c(C(=O)O)c4c3)CCCC5)CC2)cc1,0,-13,0,-1,-24,-11,-14,-13,-3,3,1
CC(C)c1nc2cc(C(=O)NC(c3cccnc3)C(F)(F)F)ccc2o1 (stereo not given),-11,-1,2,-30,6,9,-4,-19,-3,29,11
CCN1C(=O)CC(c2ccccc2)CC1=O,-4,7,-10,-6,6,3,6,8,-2,-4,-4
C/C(=C\c1ccccc1)CN1CCC(C(=O)N2CCCCC2)CC1,-4,-15,-8,-23,14,-8,-1,-6,-8,-4,5
CCCN(CCC)CCCNC(=O)c1cn(CCOC)c(=O)c2c1c1ccccc1n2C,1,-15,-1,-10,-6,-5,-29,3,-1,-2,5
Cc1nc(N(C)Cc2ccccc2)c2c(C)c(C)sc2n1,-8,-11,10,10,13,11,3,26,-6,-14,7
CCc1nnc2sc(-c3cc(-c4ccccc4)nc4ccccc34)nn12,-12,0,-6,7,-19,-8,16,19,5,5,-7
O=C(NCc1ccncc1)Nc1ccc(Cl)cc1Cl,9,-11,-8,-17,15,8,-7,-18,1,-1,-3
Cc1cccc(NS(=O)(=O)c2cccc(C(=O)NCC(c3ccco3)N(C)C)c2)c1 (stereo not given),7,-1,-5,-6,-10,8,8,-2,7,1,-17
CCN(CC)C(=O)CSc1nnc(-c2ccc(O)cc2)n1CC1CCCO1 (stereo not given),3,5,6,-6,7,4,3,-2,0,5,8
CCOc1ccc(NC(=O)C(C)N2C(=O)c3ccccc3S2(=O)=O)cc1 (stereo not given),-10,4,-16,-25,-5,6,4,13,-4,7,-14
CCOC(=O)/C(=C\c1ccc([N+](=O)[O-])o1)NC(=O)c1ccccc1,-6,-12,17,/,-19,4,11,-21,4,-2,/
Cc1ccc(C(=O)Nc2cccc(C(=O)NCc3ccccc3)c2)cc1,3,11,-15,-11,31,-12,28,-9,-3,8,-12
CC(=O)c1sc2nc(-c3ccco3)ccc2c1N,/,-35,9,-36,-70,5,-4,-1,13,41,-1
COc1ccc(-c2cc(C(=O)Nc3ccccc3SC)no2)cc1OC,-6,3,0,-4,-14,-13,-8,-6,-4,-4,-21
CC(C)(C)N1C(=O)c2ccccc2NC(=O)C1C(=O)NCCc1ccccc1 (stereo not given),/,/,-1,7,/,/,15,/,3,-3,1

# Structural class, the entries above containing bromine
SMILES,TLR9-MyD88 block,SRC1 inh,NOD2 RIPK2 PPI,SRC2 inh,SRC3 inh,TWEAK Fn14 block,LRH-1 inv ag,TROY NFkB inh,ABHD5-PLIN5 inh,Granule exo inh,COUP-TFII inh
N#Cc1nc(COc2ccc(Br)cc2)oc1N1CCCCCC1,-9,-33,-8,15,12,-39,-3,-17,0,3,-27
Cc1ccccc1-n1nc2c(c1NC(=O)c1ccc(Br)o1)CSC2,-2,-6,-13,/,12,-4,3,-9,-1,-2,/
CC(C)CN(CC(C)C)CC(O)COc1ccccc1Br (stereo not given),0,4,-11,-19,-38,1,-7,-3,0,-2,-2

# The results go on:
SMILES,TLR9-MyD88 block,SRC1 inh,NOD2 RIPK2 PPI,SRC2 inh,SRC3 inh,TWEAK Fn14 block,LRH-1 inv ag,TROY NFkB inh,ABHD5-PLIN5 inh,Granule exo inh,COUP-TFII inh
COc1ccc(NC(=O)CC(NC(C)c2ccccc2)C(=O)O)cc1 (stereo not given),6,-3,3,-13,8,-2,-12,-5,1,-7,-7
O=C1[C@@H](Oc2ccccc2)[C@@H](c2ccccc2)N1c1ccccc1,-6,-8,7,18,-12,1,-9,-1,-8,1,3
O=C(CSc1ccsc1[N+](=O)[O-])Nc1cccc(F)c1,7,-7,-3,-4,-1,14,28,-30,0,0,-16
CCCN1CCc2c(sc(NC(=S)NC(=O)c3ccccc3)c2C#N)C1,-5,-69,3,-28,-42,-14,-44,27,-6,-1,-28
O=C(CSc1ccccn1)Nc1cccc2ccccc12,5,1,2,-9,-5,-6,7,-25,-6,-4,-6
COC(CNC(=O)c1ccc2c(c1)nc(C)n2-c1cccc(C)c1)OC,3,-14,-3,-10,-2,10,0,3,-2,-5,-4
NC(=O)C1CCCN(CC(=O)N2CCN(c3ccccc3)CC2)C1 (stereo not given),-5,-1,-18,-3,5,-5,-17,6,5,1,-14
CCOC(=O)N1CCN(C(=O)Nc2sc3nc4n(c(=O)c3c2C)CCC(C)CC4)CC1 (stereo not given),3,-21,-2,12,15,-47,20,4,3,-5,-16

# Bioassay records: PubChem, several laboratories

# These rows are one share of the data; the hit share may differ from the screen's.
